G9a inh = blocks human histone lysine methyltransferase G9a | G9a H3K9 monomethylation, AlphaScreen, 2 h | hit rate 8.8% among 350,000 | Potency, µM (titrated, usually from 102 µM), inactives show at the highest dose activity, negative = inhibition, actives largely listed as inhibitors | Q96KQ7; also: potency is read from the fitted curve at half-maximal effect; % is scaled to controls: 0 for no effect and ±100 for the full control effect; nearly all actives have a fitted effect of over 75% in size
Target sequence (Q96KQ7 913-1193 limits assumed): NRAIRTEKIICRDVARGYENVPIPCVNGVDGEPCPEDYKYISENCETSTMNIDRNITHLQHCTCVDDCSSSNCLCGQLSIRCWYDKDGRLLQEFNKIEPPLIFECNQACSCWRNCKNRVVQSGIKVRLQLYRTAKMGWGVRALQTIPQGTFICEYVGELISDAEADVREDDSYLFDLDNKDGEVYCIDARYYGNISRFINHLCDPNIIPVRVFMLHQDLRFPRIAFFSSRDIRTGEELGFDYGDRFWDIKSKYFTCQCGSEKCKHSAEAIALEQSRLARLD
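Step 1: enzyme (final 20 nM) with compound, 15 min RT. Step 2: substrate peptide 500 nM and SAM 20 uM, 2 h RT. Step 3: anti-H3K9me1 antibody and AlphaScreen beads, 10 min, then plate read.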
ALOX12 inh = ALOX12 (human) lipoxygenase inhibition. P18054. hit rate 1.1% among 580,000. Potency, µM (series often up to 108 µM), for the others: at the highest dose activity change, negative = inhibition, most hits filed as inhibitors. purified 12hLO, xylenol orange hydroperoxide absorbance; also: potency is read from the fitted curve at half-maximal effect; % is scaled to controls: 0 for no effect and ±100 for the full control effect
Target sequence (P18054 whole entry, looked up): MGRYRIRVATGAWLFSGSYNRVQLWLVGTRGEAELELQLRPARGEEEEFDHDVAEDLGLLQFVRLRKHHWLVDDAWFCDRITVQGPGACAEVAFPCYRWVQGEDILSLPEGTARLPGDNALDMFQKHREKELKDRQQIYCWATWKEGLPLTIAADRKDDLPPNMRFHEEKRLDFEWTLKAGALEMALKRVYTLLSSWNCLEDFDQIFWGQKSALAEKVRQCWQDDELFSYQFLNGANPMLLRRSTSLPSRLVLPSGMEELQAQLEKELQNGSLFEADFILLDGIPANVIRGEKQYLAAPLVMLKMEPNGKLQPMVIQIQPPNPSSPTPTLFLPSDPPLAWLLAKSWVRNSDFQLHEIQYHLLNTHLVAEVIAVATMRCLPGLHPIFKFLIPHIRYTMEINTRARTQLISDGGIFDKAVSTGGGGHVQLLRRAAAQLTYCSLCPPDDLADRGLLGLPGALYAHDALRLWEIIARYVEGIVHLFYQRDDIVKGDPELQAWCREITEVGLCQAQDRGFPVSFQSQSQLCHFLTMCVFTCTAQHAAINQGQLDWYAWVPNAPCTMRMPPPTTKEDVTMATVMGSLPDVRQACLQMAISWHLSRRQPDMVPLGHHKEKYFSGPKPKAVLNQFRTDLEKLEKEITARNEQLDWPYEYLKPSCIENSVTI
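Hydroperoxide product was detected by ferrous iron/xylenol orange as the 573 to 405 nm absorbance ratio. Arachidonic acid at 40 uM (final) was turned over for 30 min at room temperature by 150 nM human 12hLO, pH 7.0 Hepes buffer, after 15 min compound preincubation.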
JMJD2A Tudor = blocks the human JMJD2A Tudor domain. O75164. AID 504339. Potency, µM (highest dose often 114 µM), for inactives: at the highest dose activity change, negative = inhibition, hits mostly inhibitors. hit rate 4.4% among 390,000. AlphaScreen JMJD2A-Tudor / H3K4me3 peptide binding; also: potency is read from the fitted curve at half-maximal effect; % is scaled to controls: 0 for no effect and ±100 for the full control effect; nearly all actives have a fitted effect of over 50% in size
GLS inhibitor = blocks human kidney-isoform glutaminase activity; O94925; GLS enzymatic activity, qHTS titration; hit rate 0.21% among 410,000; Potency, µM (series often up to 45.5 µM), without a hit: at the top dose activity change, negative = inhibition, hits mostly inhibitors; also: potency is read from the fitted curve at half-maximal effect; % is scaled to controls: 0 for no effect and ±100 for the full control effect
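Assay buffer: 45 mM KH2PO4 pH 8.2, 0.02% Tween-20. hKGA acts on L-glutamine (1 mM solution added); product glutamate is reported by an oxidase/peroxidase Amplex Red coupling, with fluorescence taken at baseline and 30 min.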
ERG Ets-DNA blk = blocks human ERG Ets domain binding to DNA; P11308; AID 624246; hit rate 0.028% among 370,000; Potency, µM (doses to about 76.9 µM), inactives show at the highest dose FP activity, negative = inhibition, usual class: inhibitors; fluorescence polarization, His-ERG Ets domain / labelled DNA; active = well fitted inhibition curve with a large enough effect in the polarisation, with a control signal flat; inconclusive = small, poorly fitted or top-dose-only effect, or effect the other way, or a change in a side signal; inactive = no such curve, though single readings can be large or run the other way; the % refers to the polarisation;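 also: polarization taken with two DNA probes labelled with fluorescein and Texas red; potency is read from the fitted curve at half-maximal effect; % of control where 0% means no effect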
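His-tagged ERG Ets domain (1 uM in the protein solution; 300mM KCl, 50mM Tris-HCl, 1mM EDTA, 1mM DTT, pH 7.5) received compound, then a probe mix of 5 nM fluorescein-DNA and 100nM Texas-615-DNA. Fluorescence polarization was read for both dyes.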
BAZ2B inh = blocks human BAZ2B | AlphaScreen BAZ2B-H3K14Ac peptide displacement | hit rate 4.4% among 360,000 | Q9UIF8 | Potency, µM (titrated, usually from 114 µM), inactives show top-dose activity change, negative = inhibition, most hits filed as inhibitors | AID 504333; also: potency is read from the fitted curve at half-maximal effect; % is scaled to controls: 0 for no effect and ±100 for the full control effect; nearly all actives have a fitted effect of over 60% in size
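BAZ2B 50 nM plus b-H3(5-23)K14Ac 50 nM, PBS pH 7.4/0.01% Tween-20, 30 min RT; compound added (max 110 uM), 30 min RT; streptavidin donor/Ni-chelate acceptor beads 10 ug/mL final, 20 min dark; AlphaScreen read.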
RGS4 inhibitor = human RGS4 inhibition; P49798; Transcreener GDP fluorescence polarization, RGS4-accelerated GTP hydrolysis; Potency, µM (titrated, usually from 114 µM), for the others: at the highest dose activity change, negative = inhibition, hits mostly inhibitors; hit rate 0.039% among 390,000; AID 504845; also: potency is read from the fitted curve at half-maximal effect; % is scaled to controls: 0 for no effect and ±100 for the full control effect; nearly all actives have a fitted effect of over 75% in size; some results filed as inactive show a strong effect at the top dose
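MLSMR compounds (23 nl, pin-transferred) preincubated 10 min at room temperature with a 500nM (2x) first reagent, then RGS4 at 900nM (2x) plus Transcreener GDP mix added; fluorescence polarization (620/688 nm) read before and after 90 min at 30 °C.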
PI4K2A inh = inhibitors of human PI4K2A | Q9BTU6 | activity change, negative = inhibition, % at 76.9 µM | hit rate 0.13% among 420,000 | purified PI4K2A, ADP-Glo luminescence, 1 h; hits give low values; in the data active = activity change below about -50%; inconclusive = mostly about -30% to -49%;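 also: -100% = wells without enzyme as full effect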
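ADP-Glo luminescence measured ADP generated by PI4K2A enzyme (4 ug/mL before mixing) with 1.2 mM PI substrate (pre-mix) and 300 microM ATP (pre-mix). Tris pH7.5 buffer with MgCl2, Triton X-100; 1 h reaction at ambient temperature.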
HP1b chromo inh = HP1-beta chromodomain-methylated histone interaction inhibition; P83916; AlphaScreen HP1-beta / biotin-H3K9me3 peptide binding; hit rate 0.56% among 390,000; Potency, µM (highest dose often 114 µM), inactives show at the highest dose activity change, negative = inhibition, usual class: inhibitors; also: potency is read from the fitted curve at half-maximal effect; nearly all actives have a fitted effect of over 70% in size; inactives centre near 23
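AlphaScreen: HP1-beta (50 nM) preformed 30 min with biotin-H3(1-18)K9me3 peptide (50 nM) in PBS pH 7.4, 0.01% Tween-20. Compound added for 30 min at RT, then streptavidin donor/nickel chelate acceptor beads (10 ug/mL) for 30 min.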
Numbers without * were called inactive; ? = inconclusive; . = not tested or not shown; & = joins results of further samples; [ ] = dose if it differs, or a comment. Unless noted, calls follow the shape of the dose curve; as a rule, active = well fitted curve in the direction sought with a large enough effect; inconclusive = small, poorly fitted or top-dose-only effect, or another doubt; inactive = no such curve, though single readings can be large; an effect the other way counts as inactive or inconclusive.

G9a inh,SMILES,ALOX12 inh,JMJD2A Tudor,GLS inhibitor,ERG Ets-DNA blk,BAZ2B inh,RGS4 inhibitor,PI4K2A inh,HP1b chromo inh
-4%,C=CCn1c(N)c(C(=O)Nc2ccc(C)cc2)sc1=S,26%,-4%,-4%,-2%,10%,-22%,-4,25%
-39%[59 µM],Cc1ccc(S(=O)(=O)N(CC(=O)Nc2ccc(Cl)c([N+](=O)[O-])c2)C2CCCCC2)cc1,3%,-21%,7%,.,-34%,5%,3,-3%
.,Cn1c(=O)c([N+](=O)[O-])c(NCc2ccc3c(c2)OCO3)c2ccccc21,39%[activator],-21%,0%,14%,-19%,-2%,16,23%
6%,CC(C)c1ccc(NC(=S)N(C)CCc2ccccn2)cc1,0%,-28%,-9%,3%,-35%,?,-4,3%
.,Cc1ccc(C(=O)N2CCN3C(=O)c4ccccc4C23c2ccccc2)cc1 (stereo unspecified),-1%,0%,1%,9%,-12%,-24%,0,57%[activator]
.,O=C1CN(C(=O)COC(=O)c2ccc(C(F)(F)F)cc2)c2ccccc2N1,2%,-3%,-16%,-8%,.,2%,5,35%
-7%,O=C(CN1CCC(NC(=O)Nc2ccccc2)CC1)Nc1ccc([N+](=O)[O-])cc1,-9%,-12%,2%,-10%,-14%,-34%,-5,-1%
-7%,Cc1cc(=O)[nH]c2c(C)cc(S(=O)(=O)N3CCCCC3)cc12,96%[activator],-12%,2%,-10%,-3%,29%,3,29%
-5%[2.33 µM],O=S(=O)(Nc1ccccc1F)c1ccc(Cl)nc1,-5%,2%,0%,-18%,6%,5%,-1,42%[activator]
16%[59 µM],CCOc1ccc(NC(=O)Cn2ncc3c2-c2cc(C)ccc2OC3)cc1,-14%,1%,4%,-4%,4%,0%,1,34%

(continued)
G9a inh,SMILES,ALOX12 inh,JMJD2A Tudor,GLS inhibitor,ERG Ets-DNA blk,BAZ2B inh,RGS4 inhibitor,PI4K2A inh,HP1b chromo inh
?,CCc1ccc(NC(=O)CN(c2ccc3c(c2)OCO3)S(=O)(=O)c2c(C)noc2C)cc1,-5%,-12%,-6%,-5%,5%,-19%,-8,75%[activator]
8%,COC(=O)C1(C)NC(c2ccc(C)cc2)C2C(=O)N(c3ccc(F)cc3)C(=O)C21 (stereo unspecified),10%,-2%,-1%,20%,3%,-8%,-8,51%[activator]
?,CCn1c(SC(C)C(=O)Nc2ccc(N3CCOCC3)cc2)nnc1-c1ccco1 (stereo unspecified),-12%,-2%,26%,15%,53%[activator],-4%,-1,12%
44%[59 µM],CCOc1ccccc1NC(=O)Cn1c(=O)n(CCCCC(=O)NCCCOC)c(=O)c2ccccc21,-12%,9%,-1%,-6%,79µM*,-9%,-3,80%[activator]
-4%[59 µM],O=C(O)C1CCCCC1C(=O)NCCCc1ccccc1 (stereo unspecified),0%,-7%,-1%,-9%,9%,9%,2,36%
-4%[59 µM],CCOc1ccccc1CNC(=O)CSc1nnc(C)c2c(C)n(-c3ccccc3)nc12,-9%,-2%,2%,-7%,-9%,6%,-1,33%
-23%,Cc1nc2ccccc2c(=O)n1-c1ccc(NS(=O)(=O)c2cc(F)ccc2F)cc1,-61%,-10%,27%,5%,-2%,-6%,-5,28%
3%,Cc1cc(C)cc(NC(=O)c2cccn2-c2ncc(C(F)(F)F)cc2Cl)c1,20%,-14%,-1%,4%,-3%,-31%,-7,25%
22%[59 µM],Cc1cc(OC(C)C(=O)NCCCN2CCCC2=O)c2c(C)c(C)c(=O)oc2c1 (stereo unspecified),-13%,-2%,-11%,0%,-15%,12%,-5,33%
-14%[59 µM],Cc1ccc(S(=O)(=O)NC2c3cccc4cccc(c34)C2Sc2nncn2C)cc1 (stereo unspecified),-1%,-9%,1%,5%,-27%,-2%,-4,30%

The list goes on:
G9a inh,SMILES,ALOX12 inh,JMJD2A Tudor,GLS inhibitor,ERG Ets-DNA blk,BAZ2B inh,RGS4 inhibitor,PI4K2A inh,HP1b chromo inh
.,COc1cc(OC)cc(-c2sc3ccc(OC)cc3c2C#CC2(N)CCCCC2)c1,?,-16%,1%,-1%,.,-8%,-2,28%
77%[activator],O=C(/C=C/c1ccc(Cl)cc1)NCCCn1ccnc1,.,-2%,0%,11%,-10%,9%,6,41%[activator]
9%[12.7 µM],CCN1C(=NCc2ccc(OC)cc2)N[C@@H](CCc2ccccc2)[C@H](C(=O)NCc2ccc(OC)cc2)[C@H]1C,.,-23%,3%,-8%,-3%,-9%,-1,33%
-5%[59 µM],O=C(N/N=C/c1ccccc1O)c1cccc(C(F)(F)F)c1,-2%,?,9%,6%,?,?,1,34%
7%[59 µM],Cc1nc(SCC(=O)NCc2ccco2)[nH]c(=O)c1C,4%,-30%,-3%,.,-3%,32%,0,-10%
-2%,C=C(C)CN(CC)c1nc(N)c(C#N)c(CC#N)c1C#N,0%,-21%,2%,1%,3%,-23%,3,28%
17%,CCOc1ccccc1CNC(=O)c1ccccc1NC(=O)C1=CSCCO1,3%,16%,-23%,-15%,-30%,25%,3,49%[activator]
-47%[12.7 µM],Oc1cc(NCCc2cccnc2)cc2cccnc12,-30%,40µM*,-3%,.,5.6µM*,?,-20,54%[activator]
?,CCc1nc2cccnc2n1-c1ccc(CC(=O)O)cc1,2%,-12%,6%,-9%,-8%,-21%,-2,22%
-4%[59 µM],COc1ccc(CCN2C(=O)N(c3ccc(F)cc3)C(=O)C2CC(=O)Nc2ccccc2)cc1OC (stereo unspecified),-30%,-9%,0%,0%,-11%,8%,-1,28%

Going on with the list.
G9a inh,SMILES,ALOX12 inh,JMJD2A Tudor,GLS inhibitor,ERG Ets-DNA blk,BAZ2B inh,RGS4 inhibitor,PI4K2A inh,HP1b chromo inh
39%[12.7 µM],O=C(NCc1ccc2c(c1)OCO2)c1ccc2c(c1)OCO2,-17%,-17%,0%,-5%,-15%,18%,5,24%
54%[activator],CC(CNC(=S)Nc1cc(F)cc(F)c1)CSc1ccc(Cl)cc1 (stereo unspecified),?,18%,-14%,13%,-5%,-6%,14,44%[activator]
-6%,COc1ccccc1NC(=S)N1CCN(c2ncccn2)CC1,-2%,-3%,7%,4%,-20%,1%,2,7%
12%&-28%[59 µM],COc1ccccc1N1CCN(C(=O)CCSCc2ccccc2F)CC1,0%&-13%,1%&-14%,2%&13%,11%&-4%,?,17%&14%,1&-3,16%&18%
10µM*,COc1ccc(CCC(=O)Nc2ccc(C)c([N+](=O)[O-])c2)cc1,-17%,?,3%,12%,?,-24%,0,-26%
55%[activator][12.7 µM],O=c1oc2ccccc2cc1-c1nc(-c2cccs2)cs1,-13%,14%,-3%,4%,99%[activator],28%,-11,13%
10%[59 µM],CCOc1cc(C2C(C(=O)Nc3ccc(OC)cc3)=C(C)Nc3nc(SC)nn32)ccc1O (stereo unspecified),?,-10%,19%,0%,?,-27%,2,43%[activator]
.,CCN(CC)c1ccc(C=C2SC(=S)NC2=O)cc1,-1%,?,21%,.,.,-26%,-2,?
7%[12.7 µM],NC(=O)CC(NC(=O)Cc1cccc2ccccc12)c1ccc(NC2CCCCCC2)c([N+](=O)[O-])c1 (stereo unspecified),-2%,-26%,12%,10%,-4%,-9%,-8,21%
79%[activator][59 µM],CCOc1ccc(Cc2c(Cl)nc(SC)nc2N(C)C)cc1,-17%,41%[activator],8%,-4%,50%[activator],4%,9,87%[activator]

Already shown: an excerpt of the list.
G9a inh,SMILES,ALOX12 inh,JMJD2A Tudor,GLS inhibitor,ERG Ets-DNA blk,BAZ2B inh,RGS4 inhibitor,PI4K2A inh,HP1b chromo inh
10µM*,COc1ccc(CCC(=O)Nc2ccc(C)c([N+](=O)[O-])c2)cc1,-17%,?,3%,12%,?,-24%,0,-26%
55%[activator][12.7 µM],O=c1oc2ccccc2cc1-c1nc(-c2cccs2)cs1,-13%,14%,-3%,4%,99%[activator],28%,-11,13%
10%[59 µM],CCOc1cc(C2C(C(=O)Nc3ccc(OC)cc3)=C(C)Nc3nc(SC)nn32)ccc1O (stereo unspecified),?,-10%,19%,0%,?,-27%,2,43%[activator]

Carrying on:
G9a inh,SMILES,ALOX12 inh,JMJD2A Tudor,GLS inhibitor,ERG Ets-DNA blk,BAZ2B inh,RGS4 inhibitor,PI4K2A inh,HP1b chromo inh
12%[59 µM],COc1ccc2nc(C(C)O)[nH]c2c1 (stereo unspecified),-29%,-7%,2%,-5%,10%,8%,-4,34%
?,O=C(/C=C/c1ccco1)Oc1ccc(C(=S)N2CCOCC2)cc1,-5%,18µM*,-13%,4%,-34%,?,4,-20%
?,CCc1ccc(-n2nc3ccc(NC(=O)c4cc(Cl)c(OC)c(Cl)c4)cc3n2)cc1,?,-13%,6%,0%,-14%,-13%,0,7%
?,Cc1[nH]n(-c2ccc(Br)cc2)c(=O)c1/C=N/NC(=O)c1ccccc1,0%,79µM*,34%[activator],-10%,32µM*,14%,0,38%
4%[59 µM],CC1(C)Cc2c(c(-c3ccccc3)nc(N3CCCC3)c2C(N)=O)CO1,-22%,-13%,19%,-3%,2%,32%,-7,24%

Screens: PubChem, National Center for Advancing Translational Sciences (NCATS)

Not all compounds are listed, so the mix of outcomes need not match the whole.
